Screening data deposited in PubChem BioAssay by National Center for Advancing Translational Sciences (NCATS).
D2 PAM – HTS Assay for Positive Allosteric Modulators of the Human D2 Dopamine Receptor: Primary Screen for Potentiators. D(2) dopamine receptor (Homo sapiens), P14416. HEK293 T-REx D2, calcium flux, EC20 dopamine potentiation. potentiation, % at 10 µM. 0.34% of 340,000 active;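 active = potentiation over 3 SD above the plate norm, cut at about 30% in these data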; also: 0% is about no effect
Target sequence (P14416 whole entry, looked up): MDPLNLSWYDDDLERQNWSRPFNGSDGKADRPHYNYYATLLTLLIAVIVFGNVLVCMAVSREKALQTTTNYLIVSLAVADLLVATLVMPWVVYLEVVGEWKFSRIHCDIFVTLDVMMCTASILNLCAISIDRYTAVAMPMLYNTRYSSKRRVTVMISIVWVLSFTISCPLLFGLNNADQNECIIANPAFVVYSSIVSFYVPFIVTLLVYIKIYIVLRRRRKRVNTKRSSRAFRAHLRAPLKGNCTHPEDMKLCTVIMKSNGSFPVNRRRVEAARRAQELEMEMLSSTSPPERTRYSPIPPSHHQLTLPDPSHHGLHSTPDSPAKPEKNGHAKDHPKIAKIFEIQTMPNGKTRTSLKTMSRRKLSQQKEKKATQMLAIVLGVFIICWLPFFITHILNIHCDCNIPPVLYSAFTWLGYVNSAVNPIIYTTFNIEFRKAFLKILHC
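Calcium flux readout, no-wash dye, 1 read/s. Inducible HEK293 Trex D2 line, overnight 30 C. Compound alone 180 s (agonist flags), then EC20 dopamine, another 180 s to score potentiation.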
D1 ag – Allosteric Agonists of the Human D1 Dopamine Receptor: qHTS | D(1A) dopamine receptor (Homo sapiens), P21728 | activation, % at 2 µM | HEK293 T-REx D1 cells, calcium flux, agonist mode | 1% of 360,000 active; also: 0% is about no effect
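Inducible HEK293 T-REx D1 cells, force-coupled to calcium signalling, were plated at 4000 cells/well with tetracycline and held overnight at 30 C. After no-wash calcium dye loading, compound-evoked calcium rise over 180 s flagged agonists.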
D1 PAM – Potentiators of Human D1 Dopamine Receptor: qHTS; potentiation, % at 10 µM; 0.036% of 360,000 active; D(1A) dopamine receptor (Homo sapiens), P21728; HEK293 TREx D1 cells, calcium flux, dopamine EC20 potentiation; in the data active = potentiation above about 30%; also: 0% is about no effect
RXFP1 antagonist – qHTS Assay for Antagonists of the Relaxin Receptor RXFP1. 0.59% of 350,000 active. HEK293-RXFP1, relaxin-stimulated cAMP HTRF, 30 min; active compounds read low. activity change, negative = inhibition, % at 57.5 µM. Relaxin receptor 1 (Homo sapiens), Q9HBX9. AID 1259400, 2018;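 active = activity change of -60% or lower, but not beyond a set lower limit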; also: % is scaled to controls: 0 for no effect and ±100 for the full control effect
D1 antag – Antagonist of Human D 1 Dopamine Receptor: qHTS; D(1A) dopamine receptor (Homo sapiens), P21728; HEK293 TREx D1 cells, calcium flux, dopamine EC80; active compounds read low; activity change, negative = inhibition, % at 10 µM; 3.2% of 360,000 active; AID 504652, 2011; in the data active = activity change below about -30%; also: % is scaled to controls: 0 for no effect and ±100 for the full control effect
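Tetracycline-induced HEK293 Trex D1 cells, force-coupled to calcium, dye-loaded; compounds added and read 180 s, then EC80 dopamine added and calcium flux tracked kinetically another 180 s.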
D2 ag – HTS Assay for Allosteric Agonists of the Human D2 Dopamine Receptor: Primary Screen for Agonists. D(2) dopamine receptor (Homo sapiens), P14416. HEK293 T-REx D2 cells, calcium flux agonist mode. activation, % at 2 µM. 0.53% of 340,000 active;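 active = activation over 3 SD above normal in the single-dose calcium agonist read, cut at about 30% in these data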; also: 0% is about no effect
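Tetracycline-induced HEK293 Trex cells with D2 receptor force-coupled to calcium signaling, plated overnight at 30 C and loaded with no-wash calcium dye. Calcium flux read kinetically for 180 s after compound addition; responses flag agonists.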
TRHR PAM – qHTS for Small Molecule Agonists and Allosteric Enhancers of Human TRH Receptor: Primary Screen for Enhancers; AID 493056, 2011; enhancement, % at 2 µM; Thyrotropin-releasing hormone receptor (Homo sapiens), P34981; 0.66% of 360,000 active; TRHR cells, fluo-8 calcium fluorescence, EC20 TRH enhancement; in the data active = enhancement above about 30%; also: 0% is about no effect
Target sequence (P34981 whole entry, looked up): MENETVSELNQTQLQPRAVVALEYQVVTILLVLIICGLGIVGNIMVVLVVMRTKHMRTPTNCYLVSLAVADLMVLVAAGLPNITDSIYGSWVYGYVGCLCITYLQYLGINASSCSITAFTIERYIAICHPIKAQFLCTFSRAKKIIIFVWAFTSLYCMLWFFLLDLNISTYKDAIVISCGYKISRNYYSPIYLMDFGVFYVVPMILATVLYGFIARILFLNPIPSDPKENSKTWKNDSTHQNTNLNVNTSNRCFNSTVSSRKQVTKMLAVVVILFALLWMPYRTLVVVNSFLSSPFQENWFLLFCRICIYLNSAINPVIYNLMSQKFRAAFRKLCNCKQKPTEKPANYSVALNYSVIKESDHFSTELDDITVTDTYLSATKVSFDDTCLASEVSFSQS
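Enhancer read-out: after compound pinning and an initial kinetic agonist-mode read, an EC20 of TRH (10 nM final) was injected and fluo-8 calcium signal (Ex 480/Em 530) followed at 1 s/cycle for 100 cycles in TRHR-expressing cells.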
TRHR agonist – qHTS for Small Molecule Agonists and Allosteric Enhancers of Human TRH Receptor: Primary Screen for Agonists; 0.18% of 360,000 active; AID 493084, 2011; activation, % at 2 µM; TRHR cells, calcium flux fluo-8, FDSS agonist mode; also: 0% is about no effect
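TRHR-expressing cells, plated overnight in medium with 10% serum, were loaded with fluo-8 calcium dye at room temperature. After a 10 s baseline, library compound was pin-added and calcium release was recorded kinetically (ex 480/em 530) as agonist response.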
D2 antagonist – HTS Assay for Allosteric Antagonists of the Human D2 Dopamine Receptor: Primary Screen for Antagonists | inhibition, % at 10 µM | HEK293 TREx D2 cells, calcium flux, dopamine EC80 | D(2) dopamine receptor (Homo sapiens), P14416 | 2% of 340,000 active; in the data active = inhibition above about 30%; also: 0% is about no effect
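Inhibition of EC80 dopamine-driven calcium flux, recorded kinetically, defines activity here; cells are a tetracycline-induced HEK293 T-REx line expressing force-coupled D2.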
The depositor's hits bear a star; · = no result given; & = joins results of further samples. Rule as the data show it, unless noted: active = activation above about 30%; inactive = the rest.

#	Structure	TRHR agonist	D1 PAM	D2 ag	D2 antagonist	RXFP1 antagonist	D2 PAM	TRHR PAM	D1 ag	D1 antag
1	O=C(Nc1ccccc1N1CCOCC1)c1ccc(Cl)c(S(=O)(=O)N2CCCC2)c1	0.2	-1	-0.3	-16	15	5	3	1	-5
2	COc1ccccc1C(=O)NCC(=O)OCC(=O)c1cccc2ccccc12	-0.3	-1	-0.5	18	3	-8	-10	2	-2
3	CCCN[C@@H]1C(=O)N2C(C(=O)OCCC)=C(C)CS[C@H]12	-0.5	-2	1.2	-20	·	6	6	1	-3
4	Cc1ccc(-c2cc(C(=O)N/N=C/c3ccco3)[nH]n2)cc1	0.3	-2	·	·	-35	·	6	1	2
5	O=S(=O)(c1ccc(F)cc1)N1CCN(S(=O)(=O)c2cc(F)ccc2F)CC1	0.1	-10	0.4	-2	7	-1	0	3	4
6	CC1CC(C)CN(c2ccc(S(=O)(=O)N3CCOCC3)cc2)C1 (stereo not drawn)	-1.0	5	0.1	12	-19	-5	3	1	11
7	COc1cc(/C=C/c2nc3ccccc3c(=O)[nH]2)cc(Br)c1O	16	-2	7.6	8	-8	0	2	28	4
8	Cn1c(C(=O)c2ccccc2)nc2ccccc21	-0.5	1	-1.9	23	2	-4	1	0	-1
9	Cc1ccc(S(=O)(=O)NNC(=O)Nc2ccc(C)c(C)c2)c(C)c1	-0.2	-3	-1.0	-34	7	-3	6	1	-35*
10	Cn1/c(=N/N=C/c2ccc(Cl)c([N+](=O)[O-])c2)sc2ccccc21	1.0	1	·	·	-3	·	-2	2	-4
11	O=C(CSc1n[nH]c(=O)n1C1CC1)c1ccc2c(c1)OCCO2	-1.1	-2	0.9	6	4	-8	-1	13	-1
12	CCOC(=O)Cn1cc(C(=O)OC)c2ccccc21	0.0	-9	0.4	-8	-4	-2	-7	2	-8
13	CC1CC(Nc2ccccc2)c2ccccc2N1C(=O)c1ccccc1F (stereo not drawn)	-0.7	-4	-0.1	-6	0	-3	0	1	5
14	O=C(NCc1ccccc1CN1CCCC1)C1CCN(S(=O)(=O)c2ccc(F)c(F)c2)CC1	0.6	-10	0.2	-7	-3	5	-9	1	-17
15	CCn1c(CNC(=O)C23CC4CC(CC(C4)C2)C3)nnc1SCC(=O)Nc1ccc(F)cc1	-0.2	-1	0.4	·	·	14	-5	1	-26
16	CC(=O)N(C(C)=O)c1nc(-c2ccccc2)cn1/N=C/c1ccccc1	-0.5	-3	-1.4	-4	-39	-5	3	2	-3
17	COc1cccc(NC(=O)c2cccs2)c1	-0.3	-4	0.9	-10	-1	·	0	-1	-5
18	COc1ccccc1C(=O)NCCC(=O)N(C)CC(=O)Nc1ccc(C)cc1	0.2	-7	-0.8	4	-6	-11	3	1	0
19	COc1cc(NC(=O)C(C)C)ccc1NC(=O)c1ccco1	1.7	1	0.2	11	6	6	0	0	-1
20	COc1ccc(-n2c(SCC(=O)OC(C)C)nnc2-c2ccccn2)cc1	-0.1	5	0.4	-39	3	-8	15	3	-12
21	Cc1cc(Cl)ccc1OCC(=O)NCCCCc1ccccc1	-0.1	-4	0.1	-1	-6	-5	-5	7	-4
22	Cc1ccc(NC(=O)Cn2nnc3ccccc32)c(C)c1	0.0	-4	-0.2	-5	-4	-8	1	1	-8
23	Cc1ccccc1OCC(=O)OCC(=O)c1cc(C)n(C2CC2)c1C	-0.1	0	-0.6	4	-9	9	1	3	1
24	c1ccc(-c2nnc3n2-c2ccccc2SC3)cc1	0.0	-3	·	·	1	·	-10	1	-8
25	CC(=O)N1CCc2cc(Br)cc(S(=O)(=O)CCC(=O)N3CCN(c4ccccc4)CC3)c21	-0.6	2	3.2	·	·	23	1	1	-2
26	COc1cc(/C=N/NC(=O)CN2CCCCC2)ccc1OCc1ccc(Br)cc1	0.6	-11	0.7	7	-5	1	6	24	-9
27	COc1ccc(-n2c(N)c(C(=O)NCC3CCCO3)sc2=S)cc1 (stereo not drawn)	0.2	0	0.6	-19	-9	-6	8	0	3
28	COc1ccc(C(=O)NCc2nnc(SCC(=O)Nc3nnc(C)s3)o2)cc1	0.0	1	-0.7	-9	17	0	-1	1	17
29	O=C(CSc1nnc(NC(=O)c2ccccc2F)s1)NCc1ccc(F)cc1	-0.5	0	-0.4	0	0	10	3	0	-5
30	CC1CCCN(C(=O)COC(=O)c2cc([N+](=O)[O-])ccc2N2CCOCC2)C1 (stereo not drawn)	0.0	1	-0.4	5	18	2	0	1	3

Printed as active in D1 antag, among the entries above:
No.	compound	TRHR agonist	D1 PAM	D2 antagonist	RXFP1 antagonist	D2 PAM	TRHR PAM	D1 ag	D1 antag
9	Cc1ccc(S(=O)(=O)NNC(=O)Nc2ccc(C)c(C)c2)c(C)c1	-0.2	-3	-34	7	-3	6	1	-35*

(more compounds)
#	Structure	TRHR agonist	D1 PAM	D2 ag	D2 antagonist	RXFP1 antagonist	D2 PAM	TRHR PAM	D1 ag	D1 antag
31	Cc1ccc(-c2nc(C)sc2CC(=O)Nc2cccc(C)c2C)cc1	-0.2	-3	-1.3	5	-5	-5	-4	1	17
32	COc1ccc(/C=N/N=C2\SC(CC(=O)O)C(=O)N2c2ccccc2)c(OC)c1 (stereo not drawn)	0.2	-1	2.7	-18	4	3	0	4	11
33	Fc1ccc(-c2nnsc2Sc2ccccn2)cc1	0.2	-6	-0.3	-8	-15	0	-7	2	6
34	O=C(Nc1cccc([N+](=O)[O-])c1)Nc1cnccn1	3.0	-7	38*	-1	-1	-2	-4	13	8
35	Cc1ccc(N2C(N)=NC(N)=NC2(C)C)c(C)c1	-0.7	4	-0.7	-2	-5	4	29	3	-5
36	O=C(COC(=O)CNS(=O)(=O)c1ccc(Br)cc1Cl)NC1CCCC1	-0.2	-1	-0.3	-16	-93*	0	5	5	-18
37	CN(Cc1ccccc1F)c1nc(-c2cccnc2)nc2ccccc12	-1.8	3	·	·	-67*	·	1	0	-6
38	CCOC(=O)CN=C(NS(=O)(=O)c1ccc(Cl)cc1)c1ccccc1	-1.9	2	-0.8	-3	-2	-12	-8	8	4
39	O=C(COC(=O)Cn1nc(-c2ccccc2)oc1=O)Nc1ccc(F)cc1	-0.8	-5	-1.0	3	-2	4	5	3	-34*
40	Cc1cccc(NC(=O)CN(C)S(=O)(=O)c2ccc3c(c2)CCC(=O)N3)c1C	0.1	-5	0.5	·	-4	-1	-1	-1	-5
41	Cc1cc(C)cc(N(CC(=O)NCCSCc2ccco2)S(C)(=O)=O)c1	-1.5	4	-0.3	-20	15	0	1	5	-5
42	COc1ccc(OC)c2c(C)cc(N3CCCCCC3)nc12	-1.0	-2	0.3	-19	-5	-4	1	4	1
43	CCCCCCn1c(N2CCCC2)nc2c1c(=O)[nH]c(=O)n2C	-0.9	-3	1.3	-13	-6	-4	2	1	29
44	CCCCC(=O)Nc1ccc(NC(=O)C2CC2)cn1	-0.9	0	-0.3	13	6	7	-4	3	6
45	O=C(NN1C(=O)C2C3C=CC(C4CC34)C2C1=O)c1ccc(Cl)c(Cl)c1 (stereo not drawn)	1.0	0	0.6	3	0	-5	30*	1	-13
46	NC(=O)CSc1nnc(COc2ccc3ccccc3c2)o1	0.6	-1	0.1	-10	11	3	11	6	-12
47	O=C(NCC(c1ccco1)N1CCCC1)c1cccc(NS(=O)(=O)c2ccc(Br)cc2)c1 (stereo not drawn)	0.5	-4	0.9	10	4	-13	6	7	7
48	CCOc1ccc(N2C(=O)CC(NCc3ccc(S(N)(=O)=O)cc3)C2=O)cc1 (stereo not drawn)	0.2	1	4.0	3	8	-2	-3	1	-12
49	CC1=C(C)CC(C(=O)Nc2ccc(C(N)=O)cc2)C(C(=O)O)C1 (stereo not drawn)	0.2	-2	-0.2	13	0	7	4	0	-3
50	Cc1ccc(CN2CCN(/N=C/c3ccco3)CC2)c(C)c1	0.2	-12	0.9	-10	-4	-11	2	-1	-12
51	O=C(Nc1ccc2c(c1)nc1n2CCOC1)c1ccco1	0.1	-6	-0.2	16	0	-5	-2	4	7
52	CCCCOc1ccc(C(=O)NCC(=O)N(C)Cc2nc3ccccc3c(=O)[nH]2)cc1	-1.5	-3	-0.2	15	1	-12	0	0	1
53	COc1ccc(S(=O)(=O)c2c(O)c3ccc(C(=O)NCc4ccc(Cl)cc4)cc3[nH]c2=O)cc1	-0.2	-1	0.3	·	-3	4	-4	1	5
54	CCOC(=O)c1sc(NC(=O)CSc2nccn2C)nc1C	-0.1	-4	0.9	6	1	4	0	5	-6
55	CC(C)N(Cc1nccn1C)C(=O)CC1C(=O)NCCN1Cc1ccc(F)cc1 (stereo not drawn)	-0.2	-1	-0.7	-6	12	-3	-10	1	-1
56	O=C(Nc1ccc(Oc2ccc3c(c2)C(=O)N(c2ccc(O)cc2)C3=O)cc1)c1cccs1	0.5	-5	1.0	4	-1	-5	-5	2	9
57	CC1CC(=O)c2cnc(NCC3CCCO3)nc2C1 (stereo not drawn)	0.5	2	3.0	-2	-6	·	-1	5	20
58	COc1ccc(C2C(C(=O)c3ccco3)=C(O)C(=O)N2CC2CCCO2)c(OC)c1 (stereo not drawn)	-1.3	0	-3.0	1	-7	·	6	3	9
59	O=C(/C=C/c1c(Cl)cccc1Cl)N1CCN(c2ncccn2)CC1	0.5	2	-0.7	-17	-2	3	14	-1	17
60	COc1ccc(NC(=O)Cc2cccc3ccccc23)cc1	-0.3	-4	0.0	-3	6	-16	10	22	-13
61	COc1ccc(-c2cc(C(=O)N3CCCCC3)c3ccccc3n2)cc1	0.2	5	0.5	-12	-8	-10	-14	4	-1
62	Cc1cc(C)cc(NC(=O)CN2CCc3ccccc3C2)c1	1.5	-2	-0.1	10	1	-11	-2	2	28
63	CCN(CC)/C(=N\S(=O)(=O)c1ccc(F)cc1)c1ccccc1	-0.1	2	0.6	13	6	-4	-4	0	4
64	Cc1cccc(N2CCN(C(=O)Cn3nc(C)n4cccc4c3=O)CC2C)c1 (stereo not drawn)	0.3&0.0	3&-2	1.2&-0.4	-8	-5&-8	-5&4	1&16	0&0	8&-22

Ordered by value in D2 antagonist (largest number first): three of the compounds above
No. | SMILES | TRHR agonist | D1 PAM | D2 antagonist | RXFP1 antagonist | D2 PAM | TRHR PAM | D1 ag | D1 antag
47 | O=C(NCC(c1ccco1)N1CCCC1)c1cccc(NS(=O)(=O)c2ccc(Br)cc2)c1 (stereo not drawn) | 0.5 | -4 | 10 | 4 | -13 | 6 | 7 | 7
31 | Cc1ccc(-c2nc(C)sc2CC(=O)Nc2cccc(C)c2C)cc1 | -0.2 | -3 | 5 | -5 | -5 | -4 | 1 | 17
21 | Cc1cc(Cl)ccc1OCC(=O)NCCCCc1ccccc1 | -0.1 | -4 | -1 | -6 | -5 | -5 | 7 | -4
